# CSN deneddyl inh: inhibitors of CSN-mediated cullin deneddylation, primary screen, biochemical, fluorescence polarization, uHTS; COP9 signalosome complex subunit 5 (Homo sapiens), Q92905; Purified CSN, SCF-Nedd8-OG deneddylation; inhibition, % at 12.5 µM; 360,000 compounds, 0.38% hits;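 active = pattern-corrected inhibition above about 35%, with an unprinted fluorescence ratio check between 0.5 and 1.5, limit read from the data, passing the limit was not always enough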;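 note: 0% = enzyme with substrate and 100% = substrate without enzyme; some results filed as inactive read as strong as hits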
# Target sequence (Q92905 whole entry, looked up, one chain of several): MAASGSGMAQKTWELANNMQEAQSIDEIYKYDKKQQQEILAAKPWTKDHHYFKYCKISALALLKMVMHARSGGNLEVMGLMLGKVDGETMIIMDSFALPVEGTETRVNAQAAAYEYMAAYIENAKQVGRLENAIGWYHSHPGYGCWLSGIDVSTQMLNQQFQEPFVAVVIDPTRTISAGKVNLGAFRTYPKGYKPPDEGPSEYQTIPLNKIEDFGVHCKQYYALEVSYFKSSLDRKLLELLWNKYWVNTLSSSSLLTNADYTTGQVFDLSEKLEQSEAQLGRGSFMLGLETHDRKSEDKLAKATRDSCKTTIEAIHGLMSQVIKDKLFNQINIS
#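 Material: human Csn5 produced in HEK293T cells; Input: enzyme 0.24 nM; Reagent: SCFSkp2-Nedd8OG substrate at 10 nM final; Dosing: 12.5 µM compound; Incubation: 90 min reaction at room temperature; Detection: fluorescence polarization of the substrate; Evaluation: % inhibition of substrate cleavage by Csn5; Control set: substrate-only high control, full reaction low control.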
# DNMT1 inh: human DNMT1 methyltransferase inhibitors, primary screen, biochemical, molecular beacon, fluorescence, HinP1I cleavage, uHTS | inhibition (reported as % activation of signal), % at 10 µM | DNA (cytosine-5)-methyltransferase 1 (Homo sapiens), P26358 | 360,000 compounds, 0.83% hits | AID 588458, 2011; in the data active = inhibition above about 50%
# NadD block: inhibitors of S. aureus NadD, primary screen, biochemical, colorimetric, uHTS; Nicotinate-nucleotide adenylyltransferase NadD (Staphylococcus aureus N315); purified NadD enzyme, colorimetric absorbance read-out; inhibition, % at 20 µM; 360,000 compounds, 0.78% hits; AID 602399, 2012; in the data active = inhibition above about 26%; note: some compounds past the cut are filed as inactive
# STEP inh: STEP phosphatase inhibitors, primary screen, biochemical, fluorescence intensity, uHTS | Tyrosine-protein phosphatase non-receptor type 5 (Homo sapiens), P54829 | recombinant STEP, OMFP fluorogenic substrate | inhibition, % at 20 µM | 360,000 compounds, 0.25% hits | AID 588621, 2011;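 active = inhibition at 20 µM, scaled per plate between control wells, above about 37%, limit read from the data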;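 note: 0% = DMSO with enzyme and substrate and 100% = substrate only without enzyme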
# Target sequence (P54829 whole entry, looked up): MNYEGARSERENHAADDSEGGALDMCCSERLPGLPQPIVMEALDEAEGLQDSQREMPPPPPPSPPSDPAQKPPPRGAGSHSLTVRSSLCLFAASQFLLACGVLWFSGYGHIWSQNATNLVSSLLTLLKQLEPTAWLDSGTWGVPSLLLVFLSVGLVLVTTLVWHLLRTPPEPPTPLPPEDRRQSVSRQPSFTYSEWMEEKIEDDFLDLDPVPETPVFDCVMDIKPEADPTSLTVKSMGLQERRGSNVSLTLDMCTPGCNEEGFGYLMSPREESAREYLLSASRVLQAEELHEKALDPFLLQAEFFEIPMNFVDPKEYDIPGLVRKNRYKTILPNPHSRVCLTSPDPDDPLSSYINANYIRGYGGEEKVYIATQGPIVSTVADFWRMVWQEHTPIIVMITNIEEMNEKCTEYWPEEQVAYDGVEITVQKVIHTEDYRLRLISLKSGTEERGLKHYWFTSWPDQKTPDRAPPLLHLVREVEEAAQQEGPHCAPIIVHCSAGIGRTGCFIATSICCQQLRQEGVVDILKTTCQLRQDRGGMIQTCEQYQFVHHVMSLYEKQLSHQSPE
#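 Material: STEP (striatal-enriched tyrosine phosphatase) enzyme, cell-free | Medium: 50 mM Bis-Tris pH 6.0 with 2.5 mM DTT and 0.005% Tween 20 | Read-out: Percent inhibition scaled to no-enzyme and uninhibited-enzyme controls, plate-pattern corrected | Signal: Fluorescence read at 480 nm ex / 540 nm em | Times: 20 min reaction, room temperature, in the dark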
# Rin1 Abl inh: inhibitors of Rin1-Abl protein binding, primary screen, biochemical, TR-FRET. inhibition, % at 7.35 µM. 360,000 compounds, 0.4% hits. AID 588664, 2011; in the data active = inhibition above about 5%, passing the limit was not always enough
# SUMO1 PPI mod: modulators of SUMO1 protein-protein interactions, primary screen, biochemical, uHTS; Small ubiquitin-related modifier 1 (Homo sapiens), P63165; SUMO1 binding to a labelled peptide, TR-FRET, 1 h; inhibition, % at 20 µM; 360,000 compounds, 0.33% hits; in the data active = inhibition above about 37%
# Target sequence (P63165 whole entry, looked up): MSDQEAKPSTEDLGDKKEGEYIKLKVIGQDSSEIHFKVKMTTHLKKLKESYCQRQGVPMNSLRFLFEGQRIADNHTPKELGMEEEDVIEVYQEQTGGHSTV
# Scp-1 inhibitor: Scp-1 phosphatase inhibitors, primary screen, biochemical, colorimetric, uHTS. inhibition, % at 20 µM. AID 493091, 2011. Recombinant Scp1, phosphopeptide, malachite green phosphate absorbance. 340,000 compounds, 0.88% hits. Carboxy-terminal domain RNA polymerase II polypeptide A small phosphatase 1 (Homo …;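 active = inhibition above about 50% at 20 µM, limit read from the data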;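 note: plate controls were DMSO wells with enzyme for no effect and wells lacking enzyme for full effect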
#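 System: truncated SCP-1 phosphatase (76-261aa); medium: Tris acetate buffer pH 5.5 with MgCl2 and Tween-20; incubation: 45 min room-temperature reaction, 5 min colour, 30 min stabiliser; compound: single 20 µM dose, 1% DMSO; reagent: Phosphorylated 17-residue peptide substrate; read-out: % inhibition at 20 µM; technique: colorimetric free-phosphate detection, absorbance 630 nm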
# Rpn11 block: Rpn11 (PSMD14) deubiquitinase inhibitors, primary screen, biochemical, fluorescence polarization, uHTS. 26S proteasome non-ATPase regulatory subunit 14 (Homo sapiens), O00487. human 26S proteasome, Ub4-pepOG fluorescence polarization; 20S core pre-blocked with epoxomicin. calls only at 20 µM. 360,000 compounds, 0.59% hits. AID 588493, 2011;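 active = inhibition at 20 µM, scaled to each plate's controls, above about 33%, limit read from the data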
# LMPTP block: LMPTP phosphatase inhibitors, primary screen, biochemical, fluorescence intensity, uHTS | Low molecular weight phosphotyrosine protein phosphatase (Homo sapiens), P24666 | inhibition, % at 20 µM | 360,000 compounds, 0.22% hits | recombinant LMPTP-A, OMFP fluorogenic substrate | AID 651560, 2012;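 active = compounds that cut the enzyme signal by at least half of the control window in the single-dose screen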;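 note: plate controls were DMSO wells with enzyme plus substrate for no effect and substrate without enzyme for full effect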
#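 Test system – LMPTP-A enzyme · Amount – LMPTP-A at 0.625 nM final in the reaction · Buffer or medium – Bis-Tris pH 6.0, DTT, detergent · Reagent – OMFP 400 µM · Doses – single 20 µM dose · Schedule – reaction 50 min, room temperature, dark · Detection – fluorescence intensity of OMFP turnover product · Evaluation – percent inhibition versus substrate-only and uninhibited controls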
# Neddyl block: inhibitors of cullin neddylation, primary screen, biochemical, TR-FRET, uHTS, NAE and Ubc12 | NEDD8-conjugating enzyme Ubc12 (Homo sapiens) + NEDD8-activating enzyme E1 regulatory … | calls only at 25 µM | 360,000 compounds, 0.58% hits; in the data active = inhibition above about 36%
# Active calls of the source: *; i = inactive; x = no result given.
CSN deneddyl inh	DNMT1 inh	NadD block	STEP inh	Rin1 Abl inh	SUMO1 PPI mod	Scp-1 inhibitor	Rpn11 block	LMPTP block	Neddyl block	structure
1	2	-12	2	4	-33	-5	i	0.5	i	Cn1nc(-c2ccccc2)c2cc([N+](=O)[O-])ccc21
1	1	4	2	2	-6	-13	i	-1.9	i	CC(C)=CCc1ccc(O)c(=O)cc1C(C)C
-8	1	-2	1	2	19	-1	i	-0.7	i	CCCc1nc2c(sc3nc4c(cc32)COC(C)(C)C4)c(=O)n1CCN(CC)CC
-4	3	-1	2	-4	6	x	i	-2.4	i	C[C@H]1CN([C@@H](C)CO)C(=O)CCCn2cc(nn2)CO[C@@H]1CN(C)C(=O)Nc1ccccc1F
-1	-1	2	-5	1	-14	0	i	1.2	i	Cc1ccc(C(=O)N/C(=C\c2sccc2C)C(=O)NCc2ccco2)cc1
-6	3	1	1	0	-1	-5	i	-0.3	i	CCc1cccc(OCCOC(=O)CNS(=O)(=O)c2ccc(NC(C)=O)cc2)c1
4	-5	1	3	0	-4	-1	i	-1.0	i	COc1cc(/C=C2/S/C(=N/S(=O)(=O)Cc3ccccc3)NC2=O)c([N+](=O)[O-])cc1OC
0	3	0	-2	-3	-1	-5	i	-0.1	i	CCCn1c(SC(C)C(=O)NC2CCCC2)n[nH]c1=O (configuration not stated)
-5	5	-2	-2	1	0	12	i	-0.7	i	CCCCC(=O)N1C/C=C\C(c2ccc(OC)cc2)N(Cc2ccc(F)cc2)C(=O)C1 (configuration not stated)
-3	-1	-10	-2	-2	-2	-11	i	1.5	i	O=S(=O)(Nc1ccc(-n2cccc2)cc1)c1ccccc1
3	-3	-3	-1	2	-1	-2	i	-1.2	i	COc1cccc(C(=O)NNC(=O)c2ccccc2)c1
1	-2	-2	-3	-3	-4	8	i	-0.3	i	N#CCCCn1c(=O)oc2ccccc21
5	0	4	-5	0	-1	-4	i	-0.8	i	COc1ccc(C(=O)NC(CCSC)C(=O)NC2CC2)cc1 (configuration not stated)
1	2	-8	1	0	-6	-11	i	3.1	i	COc1ccc(/C=C/C(=O)Oc2ccc(C)c(C)c2)cc1OC
-15	-4	0	0	-2	1	-10	i	0.6	i	Cc1c(C(=O)C(=O)N2c3ccc(F)cc3CCC2C)c2ccccc2n1C (configuration not stated)
9	-4	2	4	10*	-4	0	i	5.1	i	CN(C)C(CNC(=O)c1ccc(NC(=O)CC#N)cc1)c1ccccc1 (configuration not stated)
5	-2	21	3	1	-23	10	x	4.7	i	Cc1ccccc1Cn1c(=N)n(CC(=O)c2ccc([N+](=O)[O-])cc2)c2ccccc21
-9	-8	-2	-1	-11	-26	0	i	0.8	i	COc1cc(N2CCCC2)ccc1[N+](=O)[O-]
5	x	-5	x	x	-6	x	x	0.0	i	O=C1c2ccccc2C(c2nnnn2Cc2ccccc2)N1CCc1ccccc1F (configuration not stated)
-2	-17	9	-2	-1	-9	4	i	-0.7	i	COc1cc(/C=C/C(=O)OCC(=O)Nc2ccc(S(=O)(=O)N3CCCC3)cc2)ccc1O
1	-3	-3	1	2	3	x	i	-0.8	i	CC(C)NC(=O)C1(C)CCCCN1Cc1cccc(C(F)(F)F)c1 (configuration not stated)
3	1	-1	-1	0	-11	7	i	-3.3	i	O=C(Cn1nnc2ccccc2c1=O)Nc1ccc2c(c1)CCC2
8	-2	-3	-1	-2	-19	0	i	-0.9	i	COc1ccc(C(=O)Nc2nccs2)cc1[N+](=O)[O-]
3	-8	1	-1	-2	6	x	i	0.1	i	CCCCC(=O)N(C)c1c(CC)nc2c(OCCC)cccn12
3	0	-4	1	-1	0	7	i	-4.1	i	CCN(CC)CC(=O)NC12CC3CC(CC(C3)C1)C2
-3	0	-3	-1	0	1	-1	i	-1.7	i	COc1cccc(C(=O)N2CCn3c2nc2ccccc23)c1
2	-4	4	1	2	-4	-2	i	-3.0	i	Cc1nnc(NC(=O)CC(C)c2ccccc2)s1 (configuration not stated)
-4	-3	1	2	-3	-2	-9	i	-0.6	i	Cc1ccc2c(CC(=O)NC3CCS(=O)(=O)C3)coc2c1C (configuration not stated)
5	1	0	-2	2	-18	3	i	-0.2	i	CCc1nc2c(C#N)c(-c3ccc(Cl)cc3)ccn2n1
0	-2	1	3	0	4	-8	i	-0.2	i	C=CCN1c2ccccc2[C@]23C[C@@H](C(=O)OC)N=C2NC(C(=O)OC)=C(C(=O)OC)[C@H]13
-9	-17	-4	0	1	0	-3	i	2.2	i	CCCS(=O)(=O)N1CCN(Cc2ccc3c(c2)c2ccccc2n3CC)CC1
4	-3	-10	0	0	3	x	i	-0.5	i	COc1ccccc1N(CC(=O)N1CCN(Cc2ccccc2)CC1)S(=O)(=O)c1ccccc1
-10	-10	-4	4	1	1	-3	i	0.8	i	O=C(NC(=S)Nc1ccc(Cc2ccncc2)cc1)c1ccccc1
3	-6	10	-19	-1	-9	-2	i	0.2	i	CC(C)OC(=O)c1cc(NC(=S)Nc2ccc([N+](=O)[O-])cc2)cc(C(=O)OC(C)C)c1
0	x	x	x	x	2	x	x	-0.3	i	COC1=CC(=O)OC(c2ccccc2)C1 (configuration not stated)
3	-4	-2	-2	4	4	x	i	0.2	x	Cn1c(=O)c2cc(NC(=O)CCc3ccc(O)cc3)ccc2n1Cc1cccc(C(F)(F)F)c1
1	0	-8	1	25*	9	x	i	0.1	i	CC(=O)c1cccc(-c2ccnc3c2CC(C(=O)NCc2ccc(N4CCN(C)CC4)cc2)O3)c1 (configuration not stated)
2	0	-5	4	1	0	-5	i	-1.0	i	Cc1ccc(NC(=S)N2CCN(c3ccccc3F)CC2)c(C)c1
-1	-4	-5	5	7.4*	-15	-10	i	-2.3	i	Oc1c(Cl)cc(CN2CCOCC2)c2cccnc12
-3	1	-2	-1	1	1	-7	i	0.7	i	Cc1cccc(N(Cc2cc3ccccc3[nH]c2=O)C(=O)c2cccs2)c1
-1	-1	2	0	3	1	-10	i	-0.4	i	CCCC(C)(C)NC(=O)CCCCC(=O)NC(C)(C)CCC
0	0	2	-1	1	-2	-5	i	-0.4	i	O=C(O)C(NS(=O)(=O)c1ccccc1)C(O)c1ccccc1 (configuration not stated)
0	3	-5	-3	-3	0	-9	i	-0.9	i	CCOc1ccccc1NC(=O)CCC(=O)Nc1ccccc1OCC
-3	2	2	0	1	4	-4	i	-0.2	i	COC(=O)C1=C(C)n2cnnc2NC1c1ccc(Cl)cc1 (configuration not stated)
-8	9	0	2	5	-1	6	i	0.2	i	CCN(CC)S(=O)(=O)c1ccc(OC)c(NC(=S)Nc2cccc(C)c2C)c1
-1	7	-1	1	1	1	3	i	1.3	i	CNS(=O)(=O)c1cccc(C(=O)NC2CCCc3ccccc32)c1 (configuration not stated)
5	-3	-1	2	1	2	-5	i	-1.7	i	O=CN1CCC(=O)N(Cc2ccccc2)c2ccccc21
-2	2	1	0	-1	5	-1	i	0.9	i	CCc1ccc(-c2nnn(CC(=O)N(C3CCCC3)C3CCS(=O)(=O)C3)n2)cc1 (configuration not stated)
-3	8	-1	-2	-4	7	-6	i	-0.8	i	Cc1ccc(S(=O)(=O)N(Cc2ccc(C(F)(F)F)cc2)C(=O)N2CCN(C)CC2)cc1

# 11 entries out of the list, arranged by molar mass, descending:
CSN deneddyl inh	DNMT1 inh	NadD block	STEP inh	Rin1 Abl inh	SUMO1 PPI mod	Scp-1 inhibitor	Rpn11 block	LMPTP block	Neddyl block	structure
1	0	-8	1	25*	9	x	i	0.1	i	CC(=O)c1cccc(-c2ccnc3c2CC(C(=O)NCc2ccc(N4CCN(C)CC4)cc2)O3)c1 (configuration not stated)
3	-6	10	-19	-1	-9	-2	i	0.2	i	CC(C)OC(=O)c1cc(NC(=S)Nc2ccc([N+](=O)[O-])cc2)cc(C(=O)OC(C)C)c1
0	-2	1	3	0	4	-8	i	-0.2	i	C=CCN1c2ccccc2[C@]23C[C@@H](C(=O)OC)N=C2NC(C(=O)OC)=C(C(=O)OC)[C@H]13
-8	9	0	2	5	-1	6	i	0.2	i	CCN(CC)S(=O)(=O)c1ccc(OC)c(NC(=S)Nc2cccc(C)c2C)c1
-3	1	-2	-1	1	1	-7	i	0.7	i	Cc1cccc(N(Cc2cc3ccccc3[nH]c2=O)C(=O)c2cccs2)c1
0	3	-5	-3	-3	0	-9	i	-0.9	i	CCOc1ccccc1NC(=O)CCC(=O)Nc1ccccc1OCC
-1	7	-1	1	1	1	3	i	1.3	i	CNS(=O)(=O)c1cccc(C(=O)NC2CCCc3ccccc32)c1 (configuration not stated)
-1	-1	2	0	3	1	-10	i	-0.4	i	CCCC(C)(C)NC(=O)CCCCC(=O)NC(C)(C)CCC
-1	-4	-5	5	7.4*	-15	-10	i	-2.3	i	Oc1c(Cl)cc(CN2CCOCC2)c2cccnc12
2	-4	4	1	2	-4	-2	i	-3.0	i	Cc1nnc(NC(=O)CC(C)c2ccccc2)s1 (configuration not stated)
0	x	x	x	x	2	x	x	-0.3	i	COC1=CC(=O)OC(c2ccccc2)C1 (configuration not stated)
